Compound activity from PubChem.
TCR act: T cell receptor activation. primary human leukocytes, anti-CD3, IL-2 HTRF, 48 h. Potency, µM (series often up to 9.22 µM), inactives show top-dose activation of IL-2 secretion, usual class: activators. 330,000 tested, under 10 active; also: % of control where 0% means no effect
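IL-2 produced over 48 hr by a-CD3 bead-stimulated primary human leukocytes exposed to compounds was detected with a homogeneous time-resolved FRET immunoassay, 665nm acceptor signal after 320nm excitation.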
TSHR antag: human thyrotropin receptor antagonism. TSHR-expressing cells, TSH-stimulated cAMP HTRF, 2 h; active compounds read low. activity change, negative = inhibition, % at 11.5 µM. actives 0.2% (n = 330,000);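 active = activity change below a set negative limit, meaning inhibition stronger than a set level, cut at about -70% in these data; inconclusive = activity change between two set negative limits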; also: % is scaled to controls: 0 for no effect and ±100 for the full control effect
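Inhibition of cAMP made by TSHR-expressing cells under TSH stimulation (4nM final, EC80; 2 h, 37 deg C) is quantified with a one-step lysis HTRF kit, anti-cAMP cryptate versus cAMP-d2.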
KCNH2 3.1 block: KCNH2 3.1 (human) potassium channel inhibition; AID 720553; actives 0.95% (n = 340,000); activity change, % (tested at about 1.8 µM); U2OS KCNH2 3.1, thallium flux FluxOr; active compounds read low;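 active = maximum activity change below -70%; inconclusive = maximum activity change from -70% to -50%; inactive = maximum activity change above -50%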;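 also: thallium influx rate constant from kinetic fluorescence after stimulation buffer; % is scaled to controls: 0 for no effect and ±100 for the full control effect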
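Thallium flux via FluxOr fluorescence (Red40 quencher, 45 min loading) in U2OS cells virally expressing the KCNH2 3.1 isoform (1.77 x 10^8 /mL virus, overnight at 37 C). Rate constants from 2-min kinetic reads post-stimulation, normalised to positive and negative controls.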
KCNH2 WT inh: inhibitors of human wildtype KCNH2 potassium channel; U2OS, BacMam KCNH2, thallium flux FluxOr; active compounds read low; activity change, % at 1.84 µM; actives 0.37% (n = 340,000);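 active = maximum activity change below -70%; inconclusive = maximum activity change between -70% and -50%; inactive = maximum activity change above -50%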; also: % is scaled to controls: 0 for no effect and ±100 for the full control effect
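U2OS cells transduced with wild-type KCNH2 virus are loaded with FluxOr dye for 45 min, and thallium flux is measured in kinetic reads before and after stimulation buffer. Rate constants are normalized to DMSO controls.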
TRPV1 ag: agonists of human vanilloid receptor 1 (TRPV1) | Q8NER1 | TRPV1-expressing cells, Fluo-8 calcium influx, agonist mode | activation, % at 8.33 µM | actives 0.19% (n = 320,000) | AID 540275; in the data active = activation above about 80%; inconclusive = between about 30% and that limit; also: 0% is about no effect
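Cells expressing TRPV1 were dye-loaded with Fluo-8 and read kinetically: 10 s baseline, 3 min after compound (agonist portion), then 2 min after EC20 capsaicin (allosteric enhancer portion). Calcium-bound dye fluorescence at 480/520 nm.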
Eya2 phos inh: inhibitors of human Eya2 phosphatase activity; actives 0.006% (n = 330,000); recombinant Eya2, OMFP fluorescence dephosphorylation (OMFP is methylfluorescein phosphate); Potency, µM (top dose mostly 76.9 µM), for inactives: at the highest dose activity, negative = inhibition, most hits filed as inhibitors; O00167; also: potency is read from the fitted curve at half-maximal effect; % is scaled to controls: 0 for no effect and ±100 for the full control effect
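Eya2 (0.2 uM) preincubated 10 min at ambient with compound, then OMFP substrate added at 50 uM; 10 min reaction in 50 mM HEPES pH 7.5, 50 mM NaCl, 5 uM MgCl2, 0.05% BSA, 1 mM DTT. Fluorescence read at Ex 485/Em 525 nm.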
USP2a inh: inhibitors of human ubiquitin-specific protease USP2a; USP2 core, Ub-CHOP2 coupled fluorogenic reporter, 485/531; Potency, µM (series often up to 38.3 µM), for inactives: top-dose activity change, negative = inhibition, hits mostly inhibitors; actives 0.01% (n = 330,000);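 also: potency is read from the fitted curve at half-maximal effect; plate controls were DMSO wells for no effect and full inhibition by NEM control for full effect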
Target sequence (O75604 whole entry, looked up): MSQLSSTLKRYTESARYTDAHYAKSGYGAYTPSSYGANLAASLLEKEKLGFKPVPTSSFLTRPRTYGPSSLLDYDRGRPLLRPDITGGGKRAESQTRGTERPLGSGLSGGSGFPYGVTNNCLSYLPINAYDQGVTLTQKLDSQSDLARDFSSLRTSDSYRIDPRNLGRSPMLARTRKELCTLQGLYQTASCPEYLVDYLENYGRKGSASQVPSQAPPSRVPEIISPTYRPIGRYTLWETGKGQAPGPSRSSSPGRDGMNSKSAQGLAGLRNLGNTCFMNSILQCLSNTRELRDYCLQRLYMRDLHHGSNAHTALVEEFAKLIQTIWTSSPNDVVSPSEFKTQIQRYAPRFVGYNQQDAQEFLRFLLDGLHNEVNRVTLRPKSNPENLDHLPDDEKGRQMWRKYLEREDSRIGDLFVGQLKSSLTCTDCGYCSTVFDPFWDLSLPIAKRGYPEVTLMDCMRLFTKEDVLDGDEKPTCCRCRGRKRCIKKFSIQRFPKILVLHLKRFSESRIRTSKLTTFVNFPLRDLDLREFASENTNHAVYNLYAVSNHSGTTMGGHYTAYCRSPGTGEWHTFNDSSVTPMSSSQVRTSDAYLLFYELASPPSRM
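Cell-free coupled assay: 10nM USP2 core preincubated 30min RT with compound in Tris-HCl pH 8.0/CaCl2/CHAPS buffer, then 25nM Ub-CHOP2 and 25nM reporter substrate; fluorescence (Ex 485/Em 531) read after 60min RT, normalized to NEM inhibition, concentration-response curves fitted.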
Mito fusion yeast: inhibitors of mitochondrial division or activators of mitochondrial fusion. S. cerevisiae fusion-defective mutant growth rescue, CellTiterGlo 48 h. Potency, µM (doses to about 46.1 µM), for the others: at the highest dose growth rescue (activation), hits mostly activators. actives 0.23% (n = 320,000). AID 485298;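 also: potency is read from the fitted curve at half-maximal effect; % of control where 0% means no effect; nearly all actives have a fitted effect of over 45% in size; temperature-sensitive fusion mutants such as fzo1-1 at 37 °C on non-fermentable ethanol glycerol medium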
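Luminescent cell viability in 1536-well qHTS format served as the measure of rescued growth in ts fusion-mutant S. cerevisiae cultured on non-fermentable YPEG for 48 hours at 37C.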
ELG1 repair inh: blocks ELG1-dependent DNA repair in HEK293T cells | HEK293T ELG1-luciferase reporter, luminescence, 16 h; DNA damage induced by 5-fluorouridine | Potency, µM (top dose mostly 46.1 µM), for inactives: at the top dose activity change, negative = inhibition, most hits filed as inhibitors | actives 2.3% (n = 330,000) | AID 504467; also: potency is read from the fitted curve at half-maximal effect; % is scaled to controls: 0 for no effect and ±100 for the full control effect; nearly all actives have a fitted effect of over 55% in size
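Step one: seed 2,000 cells per well. Step two: pin-transfer compound or DMSO alongside 5-fluorouridine. Step three: incubate 16 hr, 37 °C, 5% CO2. Step four: add ONE-Glo, wait 30 min, read luminescence.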
AT treatment: potential ataxia-telangiectasia treatments restoring KAP-1 phosphorylation; […] A-T fibroblasts, KAP-1 phosphorylation AlphaLISA; neocarzinostatin DNA damage 30 min before lysis; Potency, µM (doses to about 57.5 µM), without a hit: at the highest dose activation, most hits filed as activators; actives 0.19% (n = 320,000); also: potency is read from the fitted curve at half-maximal effect; % of control where 0% means no effect; nearly all actives have a fitted effect of over 45% in size
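ATM-like activity read as KAP-1 phosphorylation via AlphaLISA donor/acceptor antibody pairs after lysis and 6 hr at 25C. Cells were ATM-null patient fibroblasts ([…], hTERT), dosed 60 min, then exposed to the DSB inducer NCS for 30 min.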
Active calls of the source: *; ? = inconclusive; nt = not tested or not shown; [ ] = remark or other dose. Unless noted, calls follow the shape of the dose curve; as a rule, active = well fitted curve in the direction sought with a large enough effect; inconclusive = small, poorly fitted or top-dose-only effect, or another doubt; inactive = no such curve, though single readings can be large; an effect the other way counts as inactive or inconclusive. The list is partial. The share of hits here may be higher or lower than overall.

SMILES	TCR act	TSHR antag	KCNH2 3.1 block	KCNH2 WT inh	TRPV1 ag	Eya2 phos inh	USP2a inh	Mito fusion yeast	ELG1 repair inh	AT treatment
CCOc1ccc(NS(=O)(=O)c2ccc(C(=O)N3CCN(c4ncccn4)CC3)cc2)cc1	-2.8%	-26.5	10.3	6.8	-0.9	17.5%	-1.2%	0.9%	7.3µM*	0.3%
CC1(C)CC(=NNC(=O)c2n[nH]c3c2CCC3)CC(C)(C)N1	2.0%	-14.5	-32.5	3.1	-1.9	4.8%	-0.1%	0.6%	7.3%	0.5%
CCC(=O)Nc1cccc(C(=O)OCc2cccc([N+](=O)[O-])c2)c1	-4.3%	-12.9	0.5	4.2	18.0	3.7%	1.6%	-2.8%	-14.7%	5.2%
CC(C)c1ccccc1NC(=O)CC1(CC(=O)O)CCCC1	-4.0%	-2.8	2.3	-2.4	0.5	4.0%	1.6%	6.3%	0.0%	-13.9%
COCCNC(=O)C(c1ccc(C)o1)N(C(=O)c1snc(C(N)=O)c1N)c1ccc(C)cc1 (stereo not drawn)	3.8%	4.3	3.9	-10.5	11.1	5.7%	-0.3%	-6.4%	11.9%	-0.1%
CC1(C)CC(=O)c2c(-c3cccnc3)n[nH]c2C1	3.7%	nt	-9.3	5.0	-2.6	nt	nt	-2.3%	nt	nt
COc1ccc(NS(=O)(=O)c2cc(NC(=O)c3ccco3)ccc2N2CCCC2)cc1	3.4%[46.1 µM]	1.2	-18.7	-5.8	?	3.4%	-5.5%	22.7%	?	4.2%
COc1cc(SC)ccc1C(=O)OCC(=O)NC(=O)NC(C)C	7.4%	-2.1	2.6	3.9	1.7	-15.2%	1.0%	4.6%	-5.4%	-1.9%
CCOP(=O)(OCC)c1ccc2c(c1)C(=O)c1ccccc1CC2	3.3%	13.0	nt	nt	6.1	-0.1%	-1.8%	-1.3%	19.8%	0.6%
COc1ccc(-c2n[nH]c(=S)n2Cc2ccccc2)cc1	nt	-5.7	-4.5	-9.2	-1.2	7.9%	1.4%	-7.3%	-5.5%	4.3%
Cc1ccc(N2C(=O)CC(Sc3ccccc3C(=O)O)C2=O)cc1C (stereo not drawn)	-3.4%	-2.9	6.7	1.0	1.0	-0.9%	1.1%	0.0%	0.1%	-6.0%
CCOC(=O)N1CCN(C(=O)C(C)(C)Oc2ccc(Cl)cc2)CC1	2.9%	-7.2	19.4	1.2	nt	8.2%	0.5%	0.5%	-10.1%	1.1%
CCN(CC)C(=O)[C@H]1C[C@H](CC(=O)NCCCn2ccnc2)C(=O)N2CCc3c([nH]c4cc(CCC(=O)N(C)C)ccc34)[C@]12C	-7.7%[46.1 µM]	3.8	-4.7	-3.9	nt	7.8%	0.6%	nt	15.2%	17.7%
O=C(NCc1cccs1)c1cnn2cccnc12	0.7%	-2.0	0.9	3.8	0.5	7.5%	2.5%	2.6%	15.1%	-0.3%
COc1cccc(C2=CC(c3ccc(OC)c(OC)c3OC)n3nnnc3N2)c1 (stereo not drawn)	-1.2%	-27.5	2.4	6.4	-16.9	5.7%	-1.3%	1.2%	?	nt
Oc1ccc(Cl)cc1CNCC1CCCO1 (stereo not drawn)	-4.3%	-0.4	2.0	-5.4	-1.3	-27.1%	3.3%	0.9%	0.9%	-3.5%
CCCN(CC(=O)Nc1ccccc1C)C(=O)c1nn(CC)c(=O)c2ccccc12	6.2%	4.7	8.0	-17.2	0.1	15.9%	3.3%	4.1%	0.5%	-2.0%
COc1ccc(NC(=S)c2ccccc2)cc1	4.5%[46.1 µM]	-3.2	6.1	-0.8	4.8	3.6%	0.4%	-6.0%	?	3.6%
COc1ccc(N2CCN(C(=O)COc3cccc4ccccc34)CC2)cc1	2.6%	7.4	-5.2	-8.2	?	-11.1%	-0.1%	5.7%	?	1.0%
CCc1nn(CC(=O)N2CCC(C(N)=O)CC2)c(=O)c2cc3occc3n12	6.4%	-11.5	-8.1	12.4	0.9	-1.7%	3.4%	-0.4%	17.9%	4.2%
CC1=CC(=C(C#N)c2nc3ccccc3s2)C=C(C)N1c1ccc(F)cc1F	-1.8%[46.1 µM]	6.3	0.7	-0.8	3.1	3.6%	4.1%	-0.9%	?	1.0%
O=S(=O)(Cc1ccccc1)C1CCCCC1O (stereo not drawn)	-4.9%	5.7	2.7	-4.1	0.3	9.3%	0.1%	-3.8%	-2.0%	-7.0%
COC(=O)c1c(-c2ccc(C)cc2)csc1NC(=S)NC(=O)c1ccc(F)cc1	2.2%[46.1 µM]	4.6	-0.9	-3.8	2.1	7.1%	0.8%	1.8%	0.2%	4.7%
COc1ccc(NC(=O)CSc2nc(=O)n(CCN(C)C)c3c2CCCC3)cc1OC	nt	-2.3	10.4	5.7	1.9	-33.7%	1.0%	-4.4%	2.8%	-11.0%
COc1cc(NC(=O)c2cc3ccccc3o2)ccc1NC(=O)c1ccco1	3.9%	-19.6	-81.5*	13.7	0.9	3.9%	-1.3%	-4.0%	?	-0.8%
Cc1cc(C)cc(N(C(=O)CNC(=O)c2cccs2)C(C(=O)NC2CCCC2)c2cccnc2)c1 (stereo not drawn)	2.7%	5.0	-0.6	-0.1	nt	6.7%	3.2%	0.1%	-6.6%	-6.0%
COc1ccc2c(c1)c(C(O)CN1CCC3(CC1)OCCO3)c(C)n2C (stereo not drawn)	nt	-10.2	nt	nt	4.7	1.6%	1.0%	-4.9%	-5.8%	3.9%
Cc1cc(C)cc(C(=O)OCC(=O)N2CCCCCC2)c1	4.1%	-6.7	6.5	1.2	8.5	-2.4%	2.0%	3.8%	?	-11.9%
COc1ccc(C2=NOC(CN3C(=O)c4ccccc4S3(=O)=O)C2)cc1 (stereo not drawn)	-2.8%	7.9	1.1	1.5	-0.2	7.7%	-1.3%	6.7%	?	-9.5%
Cc1cccc(C)c1N1CCN(S(=O)(=O)N2CCCCC2)CC1	2.0%	-12.5	6.7	6.4	20.3	6.4%	7.1%	17.1%	-8.6%	12.2%
O=C(Cc1cccs1)NNC(=S)NC(=O)c1ccc(F)c(F)c1	2.4%[46.1 µM]	10.5	19.0	-7.2	2.4	-4.0%	1.3%	-3.5%	0.3%	0.3%
NC(=O)c1nsc(C(=O)N(Cc2cccnc2)C(C(=O)NCc2ccc(F)cc2)c2ccc(F)cc2)c1N (stereo not drawn)	7.1%	4.3	-35.6	10.5	?	-7.5%	0.3%	1.5%	-17.2%	3.2%
COc1ccc(C)cc1NC(=O)COC(=O)CCC(=O)c1cccs1	-5.3%	-5.6	-3.8	-6.4	13.1	-5.2%	3.7%	7.0%	24.2%	-1.2%
CCc1ccccc1NS(=O)(=O)c1ccc2c(c1)C(C)(C)C(=O)N2C	6.4%	-2.2	12.1	-3.1	-0.7	-4.7%	-0.1%	1.7%	5.7%	-9.6%
Cc1cc(NC(=O)CSc2c(C)[nH]c3ccccc23)no1	1.8%	10.2	-6.1	-8.0	-1.7	5.8%	-0.9%	-7.3%	-10.4%	5.8%
COc1cc(/C=N/NC(=O)Cn2ccc(C(F)(F)F)n2)cc(OC)c1OC	-1.3%	2.3	16.7	-8.7	-1.8	-27.1%	2.2%	10.3%	4.9%	-1.6%
O=c1c(C(c2ccc(Cl)cc2)c2c(O)nc3n(c2=O)CCS3)c(O)nc2n1CCS2	-3.1%	16.8	3.5	-4.7	-0.1	0.5%	-0.7%	-2.1%	18.8%	-7.7%
CC(C)=C(NC(=O)c1ccccc1)C(N)=O	6.4%	-2.9	17.8	-1.8	-4.4	4.9%	1.4%	0.1%	23.5%	24.6%
CCOC(=O)C1=C(C)N(CCCCCC(=O)O)C(=O)NC1c1ccc([N+](=O)[O-])cc1 (stereo not drawn)	-2.3%	2.9	4.1	2.2	0.7	-8.1%	0.7%	2.3%	7.2%	-13.4%
C[n+]1cccc(C(=O)NNC(=O)C23CC4CC(CC(C4)C2)C3)c1	-4.3%	-3.6	-7.7	2.2	1.8	5.4%	1.0%	-0.1%	-4.7%	0.4%
CCN(C(=O)COC(=O)CCC(=O)c1ccccc1)c1c(N)n(Cc2ccccc2)c(=O)[nH]c1=O	4.2%	-22.7	10.8	6.2	-1.2	0.1%	-2.5%	-3.0%	2.1%	1.5%
COc1ccc(N2CCN(c3ncccc3C#N)CC2)cc1	2.5%[46.1 µM]	36.7	-18.0	11.4	4.0	3.5%	3.2%	8.6%	2.3%	-3.0%
CCOC(=O)c1ccc(NC(=S)NN)cc1	-4.8%	17.2	8.6	2.2	4.7	-10.8%	-0.1%	27.2%	2.5%	-2.5%
COCC(=O)N(C)C[C@H]1N[C@@](Cc2ccccc2)(C(=O)OC)[C@H]2C(=O)N(Cc3ccccc3)C(=O)[C@@H]12	-1.7%	6.1	-1.9	-16.7	nt	-18.1%	-1.3%	nt	14.6%	6.6%
